# Assay outcomes: PubChem BioAssay, several laboratories
# MITF TRPM1 inh: inhibitors of MITF-driven TRPM1 promoter in melanoma cells; SK-MEL-5 TRPM1 promoter luciferase, 24 h; inhibition, % at 12.5 µM; 330,000 tested, 0.83% active;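 active means mean inhibition across replicates of 60% or more, whatever share of single replicates reaches that level; inconclusive means some that reach 60%, reason not given; inactive means mean inhibition across replicates below 60%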; further: values of inactives mirror those of a sister screen read the other way
# Granule exo inh: lytic granule exocytosis inhibition. TALL-104 LAMP-1 surface exposure, flow cytometry; cells stimulated with thapsigargin and PMA. inhibition, % at 10 µM. 360,000 tested, 0.66% active. AID 651702;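 active means inhibition above about 55%, limit read from the data; inconclusive means no clear call, values can overlap the other calls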
# Peg3 promoter: inhibitors of Peg3 promoter. inhibition, % at 20 µM. 360,000 tested, 1.7% active. HeLa PEG-Prom luciferase reporter, luminescence, overnight;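 active means inhibition of at least 50% at 20 µM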
# NR2E3 ag-1: agonists of human nuclear receptor NR2E3; Q9Y5X4; GST-NR2E3/biotin-RetCOR TR-FRET, 1536-well; inhibition of corepressor binding, % at 4.78 µM; 320,000 tested, 0.12% active; AID 2300;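 active means percent inhibition above the cutoff of mean plus 3 SD of all tested compounds, set per screening campaign, cut at about 20% in these data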;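 further: 0% = DMSO wells and 100% = biotin wells as full block of FRET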
# Target sequence (Q9Y5X4 whole entry, looked up): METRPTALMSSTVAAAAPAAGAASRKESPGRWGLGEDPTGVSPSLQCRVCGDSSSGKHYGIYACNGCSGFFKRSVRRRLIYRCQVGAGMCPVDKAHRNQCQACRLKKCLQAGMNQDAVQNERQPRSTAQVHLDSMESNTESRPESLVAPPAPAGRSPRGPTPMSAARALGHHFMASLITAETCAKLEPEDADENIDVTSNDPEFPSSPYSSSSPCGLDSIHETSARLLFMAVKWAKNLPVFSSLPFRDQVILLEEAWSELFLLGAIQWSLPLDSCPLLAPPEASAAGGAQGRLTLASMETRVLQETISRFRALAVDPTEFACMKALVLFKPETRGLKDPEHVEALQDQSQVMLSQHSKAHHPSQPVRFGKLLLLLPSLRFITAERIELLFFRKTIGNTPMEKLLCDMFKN
#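 System: GST-tagged NR2E3 plus biotinylated RetCOR corepressor; Amount: 1.35 nM GST-tagged NR2E3 final; Dosing: single nominal compound dose of 4.8 µM; Schedule: 5 h incubation at 4 °C; Technique: TR-FRET with europium anti-GST and streptavidin-D2, 340 nm excitation; Controls: biotin wells as high control, 0.6% DMSO wells as low control.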
# NR2E3 ag-2: activates human NR2E3 receptor; AID 602229; inhibition of corepressor binding, % at 3.98 µM; CHO-S Gal4-NCOR/VP16-NR2E3 two-hybrid, luciferase; 360,000 tested, 0.35% active;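 active means inhibition above the mean of all tested compounds plus 3 SD, cut at about 70% in these data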;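 further: 0% = DMSO with NR2E3 transfected cells and 100% = cells lacking NR2E3 construct; higher means lower luciferase signal from less NR2E3 corepressor binding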
# iPSC survival up: enhancers of human iPSC single-cell survival. hiPSC single-cell survival, ATPlite luminescence; 100% = ROCK inhibitor wells, 0% = DMSO. 360,000 tested, 0.044% active. survival enhancement, % at 20 µM. AID 602274; in the data active means survival enhancement above about 18%;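 further: cells exposed to compounds for 16 hours before the ATP read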
# CaV13 ICDI inh: Primary screen for inhibitors of IQ motif and Ca2+-dependent inactivation inhibitor domain binding in CACNA1D, Förster resonance energy transfer in living cells, …; HEK cells, CFP/YFP FRET ICDI-IQ, plate reader, 10 min; percent FRET-ratio fall versus neutral wells; inhibition, % at 12.3 µM; 340,000 tested, 0.098% active; AID 743397;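 active means mean replicate inhibition of at least 30% and at least 1% of replicates passing that level; inconclusive means only one of the two criteria is met; inactive means neither criterion is met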;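 further: 0% = median of the neutral control wells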
# PDI turbidity: inhibitors of human protein disulfide isomerase; PDI insulin aggregation turbidity, A650, 90 min; inhibition, % at 10 µM; 350,000 tested, 0.052% active; AID 588391;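 active means mean inhibition across replicates of 30% or more, whatever share of single replicates reach that level; inconclusive means mean inhibition below 30% while every single replicate reaches 30%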;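 further: absorbance from insulin aggregation driven by PDI reduction with DTT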
# Target sequence (P07237 whole entry, looked up): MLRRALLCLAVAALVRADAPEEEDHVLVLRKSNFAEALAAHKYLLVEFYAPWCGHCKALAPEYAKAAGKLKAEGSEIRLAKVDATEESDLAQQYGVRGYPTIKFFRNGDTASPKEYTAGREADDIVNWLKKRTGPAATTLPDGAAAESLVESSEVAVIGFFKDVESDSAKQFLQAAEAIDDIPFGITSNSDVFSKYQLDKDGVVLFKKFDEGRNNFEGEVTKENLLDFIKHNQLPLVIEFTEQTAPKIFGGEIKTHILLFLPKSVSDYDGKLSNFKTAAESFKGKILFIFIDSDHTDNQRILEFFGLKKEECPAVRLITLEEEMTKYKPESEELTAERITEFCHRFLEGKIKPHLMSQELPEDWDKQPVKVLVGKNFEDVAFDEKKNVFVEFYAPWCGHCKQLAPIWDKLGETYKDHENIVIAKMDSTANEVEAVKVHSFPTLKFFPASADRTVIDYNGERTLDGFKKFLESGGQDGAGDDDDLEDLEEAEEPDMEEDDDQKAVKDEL
# HIF-2a block: HIF-2a inhibition. 786-0 RCC cells HIF-2a reporter, luciferase luminescence, overnight. inhibition, % at 18.8 µM. 360,000 tested, 0.72% active. AID 624352;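 active means inhibition of the luminescence signal of 40% or more relative to plate controls, in a single-dose primary screen at 18.75 µM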
# aDG glyco act: alpha-DG glycosylation activation; Pro5-aDG cells, alpha-DG glycosylation AlphaScreen (IIH6); 0% Pro5, 100% B10-LARGE cell signal; activation, % at 10 µM; 360,000 tested, 0.22% active;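 active means activation of at least 8% versus controls, or a plate z-score of at least 8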;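 further: Pro5 are CHO cells carrying HIG-tagged alpha-DG that lacks glycosylation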
# Vif inh: inhibitors of HIV Vif; 340,000 tested, 0.35% active; HEK293T cells, Vif self-association by quenched fluorescence, imaging, 24 h; inhibition, % at 7.49 µM; AID 602346; in the data active means inhibition above about 50%, passing the limit was not always enough; inconclusive means no clear call, values can overlap the other calls; inactive means below about 31%; further: some results filed as inactive read as strong as hits
# The depositor's hits bear a star; ? = inconclusive; . = no result given.
SMILES,MITF TRPM1 inh,Granule exo inh,Peg3 promoter,NR2E3 ag-1,NR2E3 ag-2,iPSC survival up,CaV13 ICDI inh,PDI turbidity,HIF-2a block,aDG glyco act,Vif inh
CC(C)c1ccc(C2NC(=S)NC3=C2C(=O)CCC3)cc1 (stereo not given),-4,-3,3,2,1,-0.4,-3,1,15,-0.2,14
CC(C)C[C@H](NC(=O)C1CCC(CNC(=O)[C@@H]2CCCN2C(=O)OC(C)(C)C)CC1)C(=O)O (stereo not given in full),-1,-7,9,.,-28,0.8,-2,-1,10,0.1,3
O=C(O)C1CC=CCC1C(=O)c1ccccc1 (stereo not given),18,-3,2,-1,7,4.9,-3,-3,8,-0.1,12
FC(F)Oc1cccc2cccnc12,-3,-3,13,3,1,-0.5,-3,-17,-7,-0.3,-2
CC(C)(C)c1cc(CP(=O)(c2ccccc2)c2ccccc2)cc(C(C)(C)C)c1O,3,57*,35,0,-7,0.8,-3,-3,22,0.1,-4
COc1ccc(C(=O)CSc2nc(=O)n(Cc3cccnc3)c3c2CCC3)cc1,-9,10,-21,.,-33,0.0,-5,0,-13,-0.1,-11
CC1CCN(c2ccc3c(c2)S(=O)(=O)c2cccc(C(=O)NC4CC4)c2C3=O)CC1,-38,-3,-93,.,-15,-3.0,-19,-5,-114,0.5,27
CN1CCN(c2ccc(NC(=O)c3cc(S(N)(=O)=O)ccc3N3CCOCC3)cc2)CC1,10,2,-16,3,17,-0.4,-2,8,6,0.1,3
CCN(CC(=O)NC1CCS(=O)(=O)C1)Cc1nc2c(Br)cc(Br)cc2c(=O)[nH]1 (stereo not given),2,0,21,17,-10,-1.8,-5,-5,14,-0.1,2
Cc1ccc(NC(=O)CCSc2ccccc2)c(C)c1,-22,-2,-134,0,-21,0.3,.,15,-147,0.3,-6
Cc1ccc(S(=O)(=O)N(C)c2ccc(C(=O)Nc3cccc(C)n3)cc2)cc1,2,-4,-2,-3,-2,0.6,-9,1,-50,-0.5,-32
Cc1cccc(NS(=O)(=O)c2cc3c(cc2C)n(C)c(=O)c(=O)n3C)c1,8,-1,19,0,-12,1.8,8,.,23,-0.2,4
CCOC(=O)C1(CC2CCCCO2)CCN(Cc2nc(-c3cccs3)oc2C)CC1 (stereo not given),21,-4,6,0,-3,-0.9,6,2,16,0.8,1
COc1ccc2ccc(O)c(CN(C)CC(=O)Nc3ccccc3C(F)(F)F)c2c1,22,6,10,4,-6,-0.5,-7,5,21,0.1,-10
COc1ccc(CSc2nc3ccccc3c(=O)[nH]2)cc1F,-2,0,8,-1,-22,1.2,-21,7,-29,-0.2,4
CCN(C(=O)CN1C(=O)/C(=C/c2ccc(F)cc2)SC1=S)C1CCS(=O)(=O)C1 (stereo not given),6,-1,-3,4,-2,-0.1,-5,-2,5,1.7,-2
CC(O)(c1ccccc1)c1nc(-c2ccc3c(c2)OCO3)cs1 (stereo not given),.,-10,-139,.,-21,-3.0,-5,3,-175,0.0,-8
COc1ccc(C(C)NC(=O)c2ccccc2)cc1 (stereo not given),6,-3,9,3,-30,1.6,-4,2,0,-0.2,.
O=C(CSc1nnc(CCc2nc3ccccc3[nH]2)n1-c1ccccc1)NCc1ccco1,6,0,1,3,-7,1.0,.,-6,11,-0.1,-3
CC(=O)Cc1nsc(NC(=O)c2ccc(-c3ccc(Cl)cc3Cl)o2)n1,-11,1,-32,4,2,-0.8,-9,-6,-82,2.6,-3
COc1ccc(NC(=O)CN(C)C(=O)CC2CCCC2)cc1,0,-9,2,2,10,0.0,-6,-4,1,0.3,.
COc1cc(S(=O)(=O)NCc2ccc(F)cc2)ccc1-n1cnnn1,.,-10,18,0,-12,0.2,-3,1,9,0.1,29
CC(=O)Nc1cccc(C(=O)NN2C(=O)NC3(CCC(C)CC3)C2=O)c1 (stereo not given),.,0,-2,.,27,-3.4,-6,-3,8,0.1,1
C=CCN1C(=O)C2C(C(=O)NC3CCCC3)C3C=CC2(O3)C1C(=O)NC1CCCC1 (stereo not given),4,-8,2,-3,-35,-0.6,-3,-2,3,-0.1,6
COc1ccc(OC)c(NC(=O)COc2coc(CN3CCc4ccccc43)cc2=O)c1,13,4,25,0,-15,-0.2,-6,-2,4,-0.1,-8
CCn1c(SCC(=O)NC2CCCCC2)nnc1-c1ccccc1F,6,0,19,-3,-2,-0.1,-3,2,4,0.1,2
CCOC(=O)C1=C(O)/C(=C\c2cccc(OC)c2)N=C1C,2,-9,2,-3,4,-1.7,-7,-7,-11,-0.1,21
NC(=O)CC12CC3CC(C1)CC(CC(N)=O)(C3)C2,-7,5,20,5,-10,-1.0,-3,11,6,0.0,.
CCc1cc(=O)oc2cc(C)cc(OCC(=O)NCc3cccnc3)c12,13,-6,8,-3,-13,-0.4,-13,4,12,-0.4,0
COc1ccc(-n2nc(C(=O)O)nc2-c2ccccc2)cc1,-3,6,-4,3,3,7.7,-1,-5,0,-0.4,7

# 3 compounds out of the list above, ordered by the value under MITF TRPM1 inh, largest number first.
Molecule,MITF TRPM1 inh,Granule exo inh,Peg3 promoter,NR2E3 ag-1,NR2E3 ag-2,CaV13 ICDI inh,PDI turbidity,HIF-2a block,aDG glyco act,Vif inh
C=CCN1C(=O)C2C(C(=O)NC3CCCC3)C3C=CC2(O3)C1C(=O)NC1CCCC1 (stereo not given),4,-8,2,-3,-35,-3,-2,3,-0.1,6
CCOC(=O)C1=C(O)/C(=C\c2cccc(OC)c2)N=C1C,2,-9,2,-3,4,-7,-7,-11,-0.1,21
CC(=O)Cc1nsc(NC(=O)c2ccc(-c3ccc(Cl)cc3Cl)o2)n1,-11,1,-32,4,2,-9,-6,-82,2.6,-3

# Remaining list, next part.
SMILES,MITF TRPM1 inh,Granule exo inh,Peg3 promoter,NR2E3 ag-1,NR2E3 ag-2,iPSC survival up,CaV13 ICDI inh,PDI turbidity,HIF-2a block,aDG glyco act,Vif inh
CCOC(=O)Cc1csc(NC(=O)CSc2nnc(-c3ccc(F)cc3)o2)n1,-6,-3,-19,-3,-12,1.2,-8,4,5,-0.2,4
Cc1cc(C)n2c(SCC(=O)N(CC(C)C)c3c(N)n(CC(C)C)c(=O)[nH]c3=O)nnc2n1,-8,-5,15,-2,7,0.0,-7,-2,18,-0.1,-1
CC(C)CCNC(=O)NC(=O)CSc1nnc(-c2ccccc2F)n1N,4,-3,5,0,-18,0.2,-4,7,-9,-0.1,-1
CCOC(=O)Cc1cnc(NC(=O)CSc2nc(N)cc(=O)[nH]2)s1,-10,0,8,1,-35,1.7,-1,-7,7,-0.5,1
Cc1cccc(N(CC(=O)NC(C)(C)C)C(=O)CNC(=O)c2cccs2)c1C,7,4,-1,-2,-4,0.9,-3,5,20,0.2,-4
O=C(Cn1c(=O)n(CC2CCCO2)c(=O)c2ccccc21)N1CCN(c2ccccc2)CC1 (stereo not given),6,-3,9,1,-4,3.9,.,25,10,-0.2,.
O=C(Nc1ccc(C(F)(F)F)cc1)c1ccc2ncsc2c1,.,1,-286,2,-146,-0.6,-18,-18,-167,0.0,-12
Cc1cc(C)cc(C(=O)O/N=C(\N)c2ccc(Br)cc2)c1,-18,-1,-5,-4,-20,2.0,-4,-6,-69,2.1,2
O=C(Cc1ccccc1)Nc1ccc(NC(=O)c2cccnc2)cc1,11,-4,2,3,-39,-0.5,-2,7,14,-0.1,1
S=C1SCN(Cc2ccccn2)CN1Cc1ccco1,15,-1,29,5,4,-1.1,-5,-6,-22,0.0,-3
CCOC(=O)Cn1c(C)cc(=O)c2ccccc21,-5,-3,1,0,-6,2.8,-4,-6,14,0.0,15
O=C(COc1ccccc1[N+](=O)[O-])Nc1ccc(Br)cc1,-80,-4,-254,2,-54,-0.7,-6,-5,-302,0.0,3
O=C(O)c1cn(-c2ccccc2)nc1-c1ccc(Cl)cc1,13,1,-1,7,1,1.0,-10,1,11,-0.3,8
C=CCCN([C@@H](C)C(=O)OC)S(=O)(=O)c1ccccc1Br,-12,11,0,1,-3,0.9,-11,0,-11,0.1,.
CC(C)CC(c1nnnn1Cc1ccc(F)cc1)N1CCC(C(N)=O)CC1 (stereo not given),8,2,6,2,-17,-0.5,-2,-2,19,0.2,8
CCN(Cc1cc(=O)n2ccsc2n1)Cc1nc2ccccc2c(=O)[nH]1,8,2,19,-1,-16,0.0,-5,-1,6,0.0,10
CC(C)C(=O)N(Cc1ccccc1)c1ccccn1,14,3,-6,5,-20,-2.8,-3,3,7,0.0,6
O=C(CCc1nnc2n(Cc3ccc(Cl)cc3)c(=O)c3ccccc3n12)NCCN1CCCC1,-13,-2,25,2,-6,-0.4,-15,1,17,0.0,-7
CNC(=O)COC(=O)/C=C/c1ccc(F)cc1,5,-3,3,-5,-16,-0.6,-20,-1,-5,-0.3,-4
CCCCC1CC1C(=O)Nc1ccc(OC)c(OC)c1 (stereo not given),3,2,0,-1,12,-1.1,-4,1,-11,0.4,0
C=CCN(c1cccc(C(F)(F)F)c1)S(=O)(=O)c1cccc(C(=O)OCC(=O)Nc2ccccc2)c1,0,4,9,2,0,-0.7,-3,9,3,-0.6,6
O=C1CC(c2ccccc2)CN1C(=O)c1ccccc1 (stereo not given),-5,0,-18,6,3,0.3,0,1,-38,-0.1,?
Cc1cc(OC(=O)c2cc(Cl)nc3ccccc23)ccc1Cl,3,1,4,-2,-8,1.2,-5,-4,12,0.1,3
CC(C)CCNC(=O)c1ccc(-n2cnc3cccnc32)cc1,-21,0,-37,1,-39,0.0,-3,-4,-51,0.0,-4
CCOC(=O)Nc1c2ccccc2nc2ccccc12,-13,5,8,-21,-42,0.3,8,-16,14,0.9,-4
S=c1[nH]nc(-c2cccs2)n1/N=C/c1cccs1,11,1,27,-1,12,-0.6,2,-11,17,0.0,2
Cc1ccc(NS(=O)(=O)c2ccc3c(c2)NC(=O)CO3)cc1C,1,-1,10,-1,-2,-0.4,-2,2,13,0.6,-6
COc1ccc(/C=C/C(=O)O)cc1S(=O)(=O)N1CCC(C)CC1,1,0,6,-4,13,-0.7,3,4,-6,-0.1,-4
O=[N+]([O-])c1cccc(CSc2nc3ccccc3[nH]2)c1,-33,-1,-131,8,-15,0.7,-6,2,-171,0.3,-6
COc1ccc(-c2nc3scc(-c4ccccc4)n3n2)cc1,9,7,-28,1,-39,5.8,.,17,-75,0.5,.
Cc1c(N(C)S(=O)(=O)c2ccc(Cl)c(C(=O)N3CCC(C(N)=O)CC3)c2)c(=O)n(-c2ccccc2)n1C,-2,-4,9,-1,10,0.3,-6,5,5,0.1,-4
O=C(COc1ccccc1Cl)NC(=O)NC1CCCC1,-95,-5,-270,0,-70,1.1,-11,-7,-320,-0.1,-4
CCOc1ccc(NS(=O)(=O)c2ccc(NC(=O)c3cccnc3)c(OC)c2)cc1,5,2,10,2,-5,0.2,-17,3,8,0.3,15
CN(CC1CCCN(CCc2ccccc2F)C1)C(=O)c1ccoc1 (stereo not given),0,0,-12,-5,-6,0.1,-7,0,-1,0.2,-6
